Compound activity deposited in PubChem BioAssay by Southern Research Specialized Biocontainment Screening Center.
H1N1 NS1A inhibition – NS1A inhibition, H1N1 influenza, cell based functional assay (AID 504329); 340,000 compounds, 0.3% hits; inhibition, % at 12.5 µM, or IC50 in µM where a hit was titrated; NS1A functional cell-based assay, percent inhibition; higher % means a stronger effect; in the data active means a potency from the dose series; inconclusive means inhibition above about 27% without an active follow-up result; further: strong numbers were not always called active
PhoP GFP inhibition – PhoP regulon inhibitors, Salmonella typhi PhoP promoter GFP reporter, confirmatory (AID 1850). Salmonella Typhi PhoP-promoter GFP reporter, fluorescence, 4 h; higher % means a stronger effect. inhibition, % at 50 µM, or IC50 in µM where a hit was titrated. 310,000 compounds, 0.33% hits; in the data active means a potency from the dose series; inconclusive means inhibition mostly from about 25% at the one dose, without a potency; inactive means the rest, 99 in 100 with inhibition below about 19%;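 further: 0% = induced wells with vehicle and 100% = uninduced wells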
tuberculosis growth – growth inhibition of non-replicating M. tuberculosis (AID 488890); one-dose inhibition, % at 25 µM; IC50 in µM for titrated hits; Mycobacterium tuberculosis non-replicating, growth inhibition; higher % means a stronger effect; 320,000 compounds, 0.39% hits; in the data active means a potency from the dose series; inconclusive means inhibition mostly from about 82% at the one dose, without a potency; inactive means the rest, 99 in 100 with inhibition below about 76%;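 further: plate controls were DMSO cells for no effect and high antibiotic wells for full effect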
M. tuberculosis HTS – M. tuberculosis growth inhibition, HTS (AID 449762); inhibition, % at 25 µM; hits with a dose series show IC50 in µM; M. tuberculosis H37Rv growth inhibition, 7H9 media; higher % means a stronger effect; 330,000 compounds, 0.59% hits; in the data active means a potency from the dose series; inconclusive means inhibition above about 70% without an active follow-up result;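 further: bacterial growth assessed after seven days of incubation; strong numbers were not always called active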
VEEV TC-83 Vero – inhibitors of VEEV TC-83 cytopathic effect, confirmation, Vero cells (AID 588727); Vero cells, VEEV TC-83 cytopathic effect inhibition; higher % means a stronger effect; inhibition, % at 20 µM; hits with a dose series show IC50 in µM; 350,000 compounds, 0.13% hits; in the data active means a potency from the dose series; inconclusive means inhibition mostly from about 14% at the one dose, without a potency; inactive means the rest, 99 in 100 with inhibition below about 12%; further: strong numbers were not always called active
VEEV TC-83 Vero 10K pilot screen – also measured in VEEV TC-83 Vero; calls as there; inhibition, %; measured here: 10K pilot screen inhibition
The depositor's hits bear a star; i = inactive; u = inconclusive; x = not tested or not shown; & = joins results of further samples.

SMILES	H1N1 NS1A inhibition	PhoP GFP inhibition	tuberculosis growth	M. tuberculosis HTS	VEEV TC-83 Vero	others
Cc1cccc(Nc2nnc(-c3ccc(N4CCOCC4)c([N+](=O)[O-])c3)c3ccccc23)c1	13%	-6%	14%	-2%	5.7%
O=C(COc1ccc2c3c(c(=O)oc2c1)CCC3)Nc1ccccn1	1%	1%	-14%	11%	1.6%
CCOC(=O)[C@@H]1[C@H]2COc3cc(OC)ccc3[C@H]2N2C(=O)N(c3ccc(F)cc3)C(=O)[C@@]12C	-2%	-4%	53%	2%	5.5%
Cc1cc(=O)oc2cc(Oc3ccc(C(N)=O)cc3[N+](=O)[O-])ccc12	0%	5%	10%	21%	6.0%
CCN1C(=O)c2cccc3c(S(=O)(=O)Nc4ccc(O)c(C(=O)O)c4)ccc1c23	-17%	-6%	-10%	-9%	3.5%
COc1ccc(C(c2sc3nc(C)nn3c2O)N2CCN(Cc3ccccc3)CC2)cc1OC (stereo not drawn)	4%	3%	-6%	-5%	0.9%
COc1ccc(CCC(=O)N2CCN(c3ccccc3)CC2)cc1OC	8%	-1%	-4%	-4%	1.3%
CC(C)[C@H](NC(=O)N1CCn2c1nc1ccccc12)C(=O)NCc1ccccc1Cl	0%	-1%	9%	9%	2.4%
Cc1ccc(C(=O)CCC(=O)NC2=NCCS2)cc1	2%	x	26%	1%	1.1%
CCOc1ccc(Oc2nc(N(CC)CC)nc(N3CCOCC3)n2)nn1	2%	-7%	11%	-2%	i
CCOc1ccc(N(C(=O)CNC(=O)c2cccs2)C(C(=O)NCC2CCCO2)c2ccc(OC)c(OC)c2)cc1 (stereo not drawn)	1%	2%	5%	4%	0.0%
O=C(C=CC(=O)OC1CCCCC1)OC1CCCCC1	-3%	x	x	x	i
COc1ccc(O)c(C(=O)c2cc(C#N)c(=O)n(Cc3ccccc3)c2)c1	-3%	2%	13%	13%	8.7%
O=C(O)CNc1ncccc1[N+](=O)[O-]	0%	6%	12%	-6%	1.9%
COc1ccc2cc(N=Cc3nc(-c4ccc(C)cc4)oc3O)cnc2c1	13%	-31%	-11%	10%	1.7%
Cc1cc(C)n(CCC(=O)N/N=C/c2ccc(Br)c([N+](=O)[O-])c2)n1	-2%	5%	3%	6%	3.4%
O=c1oc2cc(OCc3c(F)cccc3Cl)ccc2cc1-c1ccccn1	-16%	-27%	23%	7%	2.1%
Cc1cc(C)nc(NC(N)=NCCc2c[nH]c3ccccc23)n1	12%	-1%	52%	7%	4.7%
CCOC(=O)CN1C(=O)CSc2ccc(S(=O)(=O)N3CCOCC3)cc21	0%	9%	1%	7%	i
C#CCN1C=CC(=O)[C@@H](OC(=O)Nc2ccc(Br)cc2)[C@H]1c1ccccc1Br	-13%	x	x	x	2.4%
C/C(=N\NC(=O)C1CCCC1)c1ccc(Cl)c(Cl)c1	-13%	-5%	21%	-4%	2.2%
CCOC(=O)N1CCN(C(=O)C2CCC(=O)N2C(C)C)CC1 (stereo not drawn)	3%	-3%	-9%	0%	1.7%
COc1cccc(C(=O)CSc2nc3ccccc3n2CC(=O)N(C(C)C)C(C)C)c1	-19%	-8%	3%	-5%	1.5%
CCc1ccccc1NC(=S)N1CCN(c2ccccc2F)CC1	-5%	-1%	-16%	6%	1.3%
O=C(O)c1ccccc1C(=O)NCC(O)COc1ccc(Cl)cc1 (stereo not drawn)	-1%	-10%	0%	-3%	i
COc1ccc(OC)c(S(=O)(=O)N/N=C\c2c[nH]c3ccccc23)c1	23%	2%	21%	5%	2.6%
COc1cccc(COc2nc3c(c(=O)n(C)c(=O)n3C)n2C)c1	4%	3%	-5%	0%	4.3%	VEEV TC-83 Vero 10K pilot screen=2.2
COc1ccc(S(=O)(=O)N2CCC(C(=O)NCC(c3cccs3)N(C)C)CC2)cc1 (stereo not drawn)	-4%	-3%	5%	-5%	i
Cc1cc(C)c2nc(NC(=O)c3ccc4c(=O)n5c(nc4c3)CCCCC5)sc2c1	2%	2%	4%	5%	1.7%
Cc1cc(C(=O)OCC(=O)Nc2cccc(F)c2)c(C)n1C1CC1	-4%	x	21%	0%	5.5%
CCC(=O)N1CCC2(CC1)Oc1ccc(Cl)cc1C(=O)C21CC(c2ccccc2)=NO1 (stereo not drawn)	5%	-1%	17%	64%	6.1%
NC(=O)NCc1ccc(F)cc1	8%	-3%	-1%	0%	0.9%	VEEV TC-83 Vero 10K pilot screen=0.5
O=C(CSc1ccc2nc(-c3ccccc3)cn2n1)NCC1CCCO1 (stereo not drawn)	7%	-7%	9%	-3%	i
COc1ccc(NC(=O)Nc2nnc(-c3ccco3)s2)cc1	-6%	1%	-8%	-7%	1.4%
CC(=O)OCC(=O)C1=CCC2C3CCC4=CC(=O)C=CC4(C)C3(F)C(OC(C)=O)CC12C (stereo not drawn)	6%	-9%	17%	-7%	i
c1nc(SSc2ncnc3nc[nH]c23)c2[nH]cnc2n1	-5%	x	x	x	2.2%
Cc1cccn2c(CN[C@H]3CCCCNC3=O)c(C(=O)N3CCOCC3)nc12	-7%	-10%	3%	-10%	i
Cc1noc(C)c1CSc1nnc(C)c(=O)[nH]1	-3%	-5%	11%	-1%	i	VEEV TC-83 Vero 10K pilot screen=0.5
Cc1ccc(C(=O)c2c3ccc(C(F)(F)F)cc3nn2CCC(N)=O)cc1	6%	-1%	31%	7%	2.0%	VEEV TC-83 Vero 10K pilot screen=3.2
CCC(C)(C)NC(=O)c1ccc2c(c1)N(CC(=O)OC)C(=O)C(C)(C)O2	-1%	-2%	9%	14%	i
CCOC(=O)C(O)(NC(=O)c1cccnc1)C(F)(F)F (stereo not drawn)	4%	33%	-16%	-5%	1.1%
COC1=C(Nc2ccc(OC)cc2)C(=O)c2ccccc2C1=O	9.3µM*	-6%	34%	9%	0.5%
O=C(NC1(C(F)(F)F)Oc2ccccc2O1)N1CCCC1	8%	8%	2%	-4%	3.3%
O=[N+]([O-])c1ccc(N2CCCC2)cc1NC(c1ccccc1)c1ccccc1	-10%	5%	9%	-1%	1.3%
Cc1nnc(SCC(=O)Nc2sc3c(c2C(=O)c2ccccc2)CCCC3)s1	-5%	-3%	30%	4%	i
O=C(c1ccco1)N1CCN(S(=O)(=O)c2ccc([N+](=O)[O-])cc2)CC1	-8%	-1%	6%	-2%	i
CCC(C(=O)Nc1ncc(C)s1)c1ccccc1 (stereo not drawn)	-3%	-6%	25%	10%	1.7%
CCN(CC)CCN=Cc1c(O)n(CCc2ccccc2)c(=O)[nH]c1=O	8%	-10%	-2%	0%	0.7%
CN1CCCCCC1=Nc1ccccc1C#N	-8%	-5%	8%	-3%	0.6%
Cc1cc(NC(=O)c2ccc(S(=O)(=O)N3CCc4ccccc43)cc2)no1	4%	-8%	-2%	9%	1.8%
Cc1ccc(S(=O)(=O)N2CCN(CC3CC4C=CC3C4)CC2)cc1 (stereo not drawn)	-7%	4%	-5%	3%	3.0%
COc1ccc(NC(=O)CSc2ccc([N+](=O)[O-])cc2)cc1S(=O)(=O)N1CCOCC1	1%	x	25%	3%	i
Cc1cc(=O)[nH]c(CN2CCC(c3ccccc3)CC2)n1	x	3%	20%	4%	0.3%
COc1ccc(/C=C/C(=O)C2C(=O)C=C(C)OC2=O)cc1O (stereo not drawn)	16%	10%	u	u	6.2%
CCn1ncc(Br)c1C(=O)Nc1cccc(F)c1	-5%	-2%	2%	-3%	0.3%
COc1ccc(NC(=O)COC(=O)c2c3c(nc4ccccc24)CCCC3)cc1Cl	-1%	1%	14%	0%	8.6%
CC(C)C(C(=O)NC(C)(C)C)N(CCN1CCOCC1)C(=O)CNS(=O)(=O)c1ccccc1 (stereo not drawn)	5%	1%	18%	-1%	i
COc1ccc(C2C(C#N)=C(N)N(N(C)C)C3=C2C(=O)CC(C)(C)C3)cc1OC (stereo not drawn)	17%	3%	-6%	8%	i
CCOC(=O)c1c(C)[nH]c(C(=O)COC(=O)CNC(=O)c2ccc(Cl)cc2)c1C	0%	8%	9%	-2%	0.2%
COc1ccc(C(=S)N2CCOCC2)cc1OC(=O)c1cc([N+](=O)[O-])c(C)c([N+](=O)[O-])c1	26%	-3%	12%	2%	0.7%

Ordered by number of heavy atoms (highest first): 3 of the compounds above
SMILES	H1N1 NS1A inhibition	PhoP GFP inhibition	tuberculosis growth	M. tuberculosis HTS	VEEV TC-83 Vero	others
CC(C)C(C(=O)NC(C)(C)C)N(CCN1CCOCC1)C(=O)CNS(=O)(=O)c1ccccc1 (stereo not drawn)	5%	1%	18%	-1%	i
Cc1cc(NC(=O)c2ccc(S(=O)(=O)N3CCc4ccccc43)cc2)no1	4%	-8%	-2%	9%	1.8%
CCC(C(=O)Nc1ncc(C)s1)c1ccccc1 (stereo not drawn)	-3%	-6%	25%	10%	1.7%

(cont.)
SMILES	H1N1 NS1A inhibition	PhoP GFP inhibition	tuberculosis growth	M. tuberculosis HTS	VEEV TC-83 Vero	others
Cc1ccc(OCc2ccccc2Br)c([N+](=O)[O-])n1	-6%	-9%	17%	6%	0.9%
CCc1ccccc1N(C(=O)c1ccco1)C(C(=O)NC1CCCC1)c1cccnc1 (stereo not drawn)	3%	11%	8%	-1%	3.5%
COc1cccc(NC(=O)CSc2nc3c(c(=O)n2C)SC(C)C3)c1 (stereo not drawn)	6%	-10%	x	-2%	1.2%
CCN(CC(O)COCc1ccc(Cl)cc1)C1CCCCC1 (stereo not drawn)	2%	1%	15%	-6%	0.2%
Cc1cc(C)c(S(=O)(=O)NCc2ccc3c(c2)OCO3)c(C)c1	-2%	-1%	9%	-1%	i
COc1ccccc1Sc1nc(-c2ccccc2)ncc1OC	-3%	2%	13%	7%	1.5%
COc1ccc(NC(=O)CC2C(=O)N(C)C(=S)N2CCc2ccc(F)cc2)cc1 (stereo not drawn)	x	2%	18%	2%	0.6%
Cc1ccc(C(=O)N(Cc2cccs2)C2CCS(=O)(=O)C2)cc1 (stereo not drawn)	19%	9%	4%	5%	i
O=C(CN(Cc1ccc(F)cc1)C(=O)c1csnn1)NCc1ccccc1	-4%	9%	-15%	-8%	i
CC1(C)Cc2c(c(N3CCOCC3)nc3sc4c(NCCN5CCOCC5)nnnc4c23)CS1	-13%	-2%	15%	37%	5.9%
O=C(CN1C(=O)NC2(CCc3ccccc32)C1=O)c1cccs1 (stereo not drawn)	-5%	x	-4%	-7%	0.2%
CC(=O)N1CCC(C(=O)OCc2ccc(Cl)cc2)(c2ccccc2)CC1	9%	13%	2%	6%	i
Cc1cc(Cl)ccc1NC(=S)NCc1ccc(F)cc1	0%	1%	69%	9%	i
COc1ccc(Cn2c(N)c(C(=O)NCc3ccco3)c3nc4ccccc4nc32)cc1OC	-16%	-9%&-3%	28%	11%	8.2%
COc1ccc(-n2c(=O)cc(N3CCc4ccccc43)[nH]c2=O)cc1	-9%	0%	-23%	-3%	1.3%
COc1ccc(Cl)cc1NC(=O)C1CCN(C(=O)C2CC(=O)N(c3ccc(C)cc3)C2)CC1 (stereo not drawn)	4%	1%	18%	8%	0.3%
C=CCn1c(O)c(C(C)=NC2CCN(Cc3ccccc3)CC2)c(=O)[nH]c1=O	x	4%	-3%	8%	2.7%
Cc1cccc(NC(=O)Cn2nnc(-c3cccs3)n2)c1C	-18%	3%	-2%	4%	5.1%
CCN(CC)S(=O)(=O)c1cc(C(=O)Oc2cccc(-c3cnc4ccccc4n3)c2)ccc1OC	-1%	4%	11%	u	8.6%
CCc1ccccc1NC(=O)C1=CC(c2ccc(OC)c(OC)c2)=NS(=O)(=O)N1C	5%	7%	-2%	-1%	0.8%	VEEV TC-83 Vero 10K pilot screen=0.4
Cc1ccc(SCCOCCN2CC(C)OC(C)C2)cc1 (stereo not drawn)	-14%	0%	10%	-2%	0.2%
Cc1ccc(/C=N\NC(=O)C2COc3cc4ccccc4cc3O2)o1 (stereo not drawn)	-8%	2%	u	-2%	7.0%
Cn1ncc2c(NCc3ccccc3)nc(NCCCO)nc21	0%	-1%	1%	-1%	2.2%
CCOC(=O)N1CCN(c2ccc(F)cc2[N+](=O)[O-])CC1	4%	-2%	18%	-6%	3.8%	VEEV TC-83 Vero 10K pilot screen=0.9

Two records drawn at random from the list so far:
SMILES	H1N1 NS1A inhibition	PhoP GFP inhibition	tuberculosis growth	M. tuberculosis HTS	VEEV TC-83 Vero	others
Cc1ccc(/C=N\NC(=O)C2COc3cc4ccccc4cc3O2)o1 (stereo not drawn)	-8%	2%	u	-2%	7.0%
Cc1ccc(SCCOCCN2CC(C)OC(C)C2)cc1 (stereo not drawn)	-14%	0%	10%	-2%	0.2%

Rows were taken by chance (roughly 1.6% active in at least one column).
